Epigenetic reg = derepresses silenced GFP reporter in murine cells | Potency, µM (highest dose often 53.9 µM), inactives show at the highest dose GFP activation, usual class: activators | murine LDR cells, GFP reporter derepression, 30 h | AID 1865 | hit rate 0.2% among 280,000; further: potency means the concentration at half of the fitted maximal effect; % of control where 0% means no effect; nearly all actives have a fitted effect of over 60% in size
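Readout is the number of GFP-expressing murine LDR cells, counted by cytometry following washing. Cells were treated with compound for 30 h at 37 C; the stably integrated CMV-GFP locus is normally silent.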
IMPase Li cell = cell-permeable IMPase inhibitors with lithium potentiation | CHO-M1 cells, IP1 TR-FRET (IP-One), carbachol + lithium | Potency, µM (highest dose often 59.4 µM), for inactives: at the highest dose activity, negative = IMPase inhibition, hits mostly inhibitors | hit rate 0.35% among 210,000;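 further: IP1 builds up when IMPase is blocked and the TR-FRET signal falls; potency means the concentration at half of the fitted maximal effect; plate controls were basal vehicle for no effect and high inhibitor control for full effect; nearly all actives have a fitted effect of over 50% in size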
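Lithium-sensitised IP1 accumulation assay; M1-expressing CHO cells treated 30 min at 37C with compound. Competitive antibody detection by time-resolved FRET followed a 10 min room-temperature lysis step.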
L3MBTL1 inh = inhibitors of human L3MBTL1; hit rate 0.66% among 230,000; Q9Y468; AlphaScreen L3MBTL1–H3K9me1 peptide binding; Potency, µM (titrated, usually from 57.1 µM), for the others: top-dose activity, negative = inhibition, most hits filed as inhibitors; further: potency means the concentration at half of the fitted maximal effect; on the % scale 0 is the no-effect control and ±100 the full control effect; nearly all actives have a fitted effect of over 60% in size
Target sequence (Q9Y468 whole entry, looked up): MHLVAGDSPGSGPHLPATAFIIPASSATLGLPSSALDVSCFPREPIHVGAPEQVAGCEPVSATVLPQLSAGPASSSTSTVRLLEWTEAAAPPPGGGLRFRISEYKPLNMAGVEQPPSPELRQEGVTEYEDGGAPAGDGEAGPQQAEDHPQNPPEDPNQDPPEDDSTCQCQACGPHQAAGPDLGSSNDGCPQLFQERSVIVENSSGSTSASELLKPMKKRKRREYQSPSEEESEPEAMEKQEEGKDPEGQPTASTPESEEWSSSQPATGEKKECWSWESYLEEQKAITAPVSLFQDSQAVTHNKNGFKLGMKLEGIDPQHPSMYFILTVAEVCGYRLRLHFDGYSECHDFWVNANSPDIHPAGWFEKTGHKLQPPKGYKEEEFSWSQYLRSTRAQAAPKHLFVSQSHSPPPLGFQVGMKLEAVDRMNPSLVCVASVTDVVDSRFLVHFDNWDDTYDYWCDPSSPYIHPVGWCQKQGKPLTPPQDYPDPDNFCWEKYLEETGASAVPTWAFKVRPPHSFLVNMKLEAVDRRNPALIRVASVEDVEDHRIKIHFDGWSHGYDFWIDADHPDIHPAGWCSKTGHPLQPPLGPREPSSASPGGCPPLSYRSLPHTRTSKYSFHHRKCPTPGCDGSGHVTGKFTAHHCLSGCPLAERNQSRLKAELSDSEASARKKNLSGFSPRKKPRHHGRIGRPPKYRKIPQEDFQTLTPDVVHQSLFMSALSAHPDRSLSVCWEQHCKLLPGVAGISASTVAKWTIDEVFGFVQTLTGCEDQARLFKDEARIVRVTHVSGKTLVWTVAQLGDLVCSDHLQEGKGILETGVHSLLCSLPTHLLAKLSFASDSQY
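Read-out is AlphaScreen signal from streptavidin donor and nickel chelate acceptor beads (10 ug/mL final each) bridging L3MBTL1 (50 nM) and biotinylated K9-monomethylated H3(1-15) peptide (75 nM), after 30 min compound exposure at room temperature.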
KinaseGlo FLuc = counter-screen: inhibitors of Kinase-Glo firefly luciferase. Kinase-Glo luciferase, ATP luminescence, 8 min. hit rate 0.28% among 200,000. AID 1379. Potency, µM (series often up to 38.3 µM), inactives show top-dose activity change, negative = inhibition, actives largely listed as inhibitors; further: potency means the concentration at half of the fitted maximal effect; on the % scale 0 is the no-effect control and ±100 the full control effect; nearly all actives have a fitted effect of over 60% in size
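Substrate mix (final 50 mM imidazole pH 7.2, 50 mM KCl, 7 mM MgCl2, 10 uM ATP, 0.01% Tween 20, 0.05% BSA) plus pin-tool compound, then Kinase-Glo detection mix; 8 min ambient, luminescence read.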
CBFb-RUNX1 inh = CBF-beta/RUNX1 interaction disruption. Q01196+Q13951. AlphaScreen CBFb-His/RUNX1-biotin binding, biochemical. Potency, µM (series often up to 59.8 µM), without a hit: at the highest dose activity, negative = inhibition, usual class: inhibitors. 230,000 tested, under 10 active; further: % of control where 0% means no effect
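AlphaScreen proximity signal reports loss of binding between His-tagged CBF-beta and biotin-labelled RUNX1, each at 30 nM. Proteins are pre-associated for 20 minutes, compounds added for 15 minutes, then beads for 90 minutes, all at ambient temperature.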
NPSR antag = antagonists of human neuropeptide S receptor cAMP signaling | Q6W5P4 | Potency, µM (doses to about 38.3 µM), inactives show top-dose activity change, negative = inhibition, usual class: inhibitors | hit rate 1% among 220,000 | AID 1461 | CHO-NPSR cells, cAMP TR-FRET, antagonist mode; further: potency means the concentration at half of the fitted maximal effect; on the % scale 0 is the no-effect control and ±100 the full control effect; nearly all actives have a fitted effect of over 50% in size; many of its hits are not listed in these tables
HTT aggregate = inhibitors of mutant huntingtin aggregate formation in PC12 cells. Potency, µM (titrated, usually from 46.1 µM), for inactives: at the top dose activity change, negative = inhibition, hits mostly inhibitors. PC12 HttQ103-GFP aggregates, Acumen cytometry, 40 h. hit rate 1.1% among 220,000; further: potency means the concentration at half of the fitted maximal effect; on the % scale 0 is the no-effect control and ±100 the full control effect; nearly all actives have a fitted effect of over 60% in size
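Aggregate formation scored by laser-scanning cytometer (488 excitation, 500–530 emission) in lysed PC12 cells expressing Q103-GFP after 100 nM tebufenozide induction; library tested in dose series, with ATPLite reagent added in the multiplex.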
An asterisk follows results filed as active; ? = inconclusive; . = not tested or not shown; & = joins results of further samples; [ ] = dose if it differs, or a comment. The call rests on the fitted dose curve; in most records, active means well fitted curve in the direction sought with a large enough effect; inconclusive means small, poorly fitted or top-dose-only effect, or another doubt; inactive means no such curve, though single readings can be large; an effect the other way counts as inactive or inconclusive.

canonical_smiles	Epigenetic reg	IMPase Li cell	L3MBTL1 inh	KinaseGlo FLuc	CBFb-RUNX1 inh	NPSR antag	HTT aggregate
O=C(/C=C/c1cccc(F)c1)Nc1nccs1	-3.8%	-6%	-2%	-2%	10%	5%	-8%
Cc1nc2ccccn2c1/C(O)=C1\C(=O)C(=O)N(CCN2CCOCC2)C1c1cccs1 (stereo unspecified)	7.9%	-5%[38.3 µM]	4%	2%	3%	-1%[46.1 µM]	-8%
Cc1c(/C=N/NC(N)=O)c2ccccn2c1C(=O)c1ccc(F)cc1	-0.3%	7%	-10%	-4%	-1%	-7%	?
CCOC(=O)c1c(NC(=S)N2CCOCC2)sc2c1CCN(C(=O)OCC)C2	6.0%	.	-18%	.	-7%	?	21%[9.22 µM]
C=CCNCC#CCOc1ccc(OC)cc1	-0.3%	7%[38.3 µM]	.	-6%	-5%	-2%[46.1 µM]	-6%
Cc1ccc2oc(-c3ccc(NC(=O)CC(C)C)cc3)nc2c1	-1.6%	-10%[38.3 µM]	1%	-3%	4%	-11%[46.1 µM]	11%
CN=C(NC#N)NCCSCc1nc[nH]c1C	-0.2%&2.3%&1.4%&0.0%&1.1%&0.6%	15%&3%&-2%&-7%&-15%&9%&12%	5%	-3%	-7%	-6%[46.1 µM]	25%&3%
O=C(O)c1ccccc1C(=O)c1cccs1	0.9%	-31%[38.3 µM]	-1%	-4%	1%	2%[46.1 µM]	-3%
CC(C)Oc1ccccc1C1Nc2ccccc2C(=O)N1c1ccc2c(c1)OCCO2 (stereo unspecified)	1.9%	27%[38.3 µM]	.	-3%	2%	?	9%
CCCC(C)NC(=O)/C=C/c1cccc([N+](=O)[O-])c1 (stereo unspecified)	0.0%	-7%	5%	5%	18%	-10%[46.1 µM]	1%
O=c1cc(CO)occ1OCc1cccc(F)c1	-1.1%	-4%[38.3 µM]	-1%	0%	-1%	-3%[46.1 µM]	3%
CCc1cccc(OCCCCNCCO)c1	2.4%	-1%[38.3 µM]	.	-4%	4%	3%[46.1 µM]	14%
CCCCn1c(-c2cc(Cl)ccc2OC)n[nH]c1=S	-0.7%	-9%[38.3 µM]	.	-2%	-2%	-14%[46.1 µM]	-15%
Cc1cccc2cc(COC(=O)c3cccs3)c(=O)[nH]c12	-0.8%	0%	0%	-3%	2%	9%	7%
O=C(CNC(=O)c1cccc(F)c1)N/N=C/c1ccc(O)c([N+](=O)[O-])c1	0.0%	-1%	0%	3%	-2%	-20%	-10%
O=C(CCCSc1nc2ccccc2[nH]1)NC(c1ccccc1)c1ccccc1	0.0%	-5%	6%	1%	-8%	1%	-6%
Cc1cc(Cl)ccc1NC(=O)CN1CCC(C(O)(c2ccccc2)c2ccccc2)CC1	-3.2%	2%[38.3 µM]	-4%	2%	-4%	?	?
C/C(=N/O)c1c(O)c(C)c(-c2ccccc2)n(-c2ccccc2)c1=O	0.0%	9%	3%	1%	6%	-13%	17%
C#CCNC(=O)C1=C[C@H](C2CCCCC2)C[C@H](OCc2ccc(CO)cc2)O1	-1.5%	4%	-4%	.	5%	16%	9%[9.22 µM]
COc1ccc(-c2nn(-c3ccccc3)cc2/C=C/C(=O)NCCCn2ccnc2)cc1OC	-5.4%	-1%	.	1%	-9%	-25%	-18%
CCCS(=O)(=O)N1CCN(C(=O)c2ccc(-c3ccccc3)cc2)CC1	-0.3%	16%[38.3 µM]	.	1%	3%	-8%[46.1 µM]	30%[9.22 µM]
CC(C)c1ccc(NC(=O)CCN2C(=O)c3ccc([N+](=O)[O-])cc3C2=O)cc1	0.0%	.	-1%	.	7%	-10%[46.1 µM]	14%
O=C1CSC(c2ccccc2)N1Nc1nc(N2CCOCC2)nc(N2CCOCC2)n1 (stereo unspecified)	0.0%	1%	43%[activator]	0%	2%	-7%	10%[9.22 µM]
COc1ccccc1NC(=O)CN1CCN(CC(=O)Nc2ccc(OCc3ccccc3)cc2)CC1	-3.2%	19%[38.3 µM]	1%	1%	1%	-9%[46.1 µM]	?
CCOC(=O)CN1CC23C=CC(O2)C(C(=O)Nc2ccc(C(C)=O)cc2)C3C1=O (stereo unspecified)	-0.8%	29%[38.3 µM]	-14%	0%	5%	-7%[46.1 µM]	-13%
COc1cccc(C(C(=O)Nc2ccc(F)cc2)N(C(=O)Cn2nnc3ccccc32)C2CC2)c1 (stereo unspecified)	-1.3%	-2%[38.3 µM]	-1%	-6%	-4%	?	-12%
CC(=O)c1cccc(N(C(=O)CNC(=O)c2ccco2)C(C(=O)NC2CCCC2)c2ccc(C)o2)c1 (stereo unspecified)	3.3%	10%	0%	3%	1%	-8%	-16%[9.22 µM]
Cc1ccc(N2CC(C(=O)N/N=C/c3sccc3C)CC2=O)cc1 (stereo unspecified)	0.0%	-5%	2%	-4%	-4%	1%	-8%
Cc1ccc(-c2[nH]c3cc(C(N)=O)ccc3c(=O)c2O)cc1	-0.4%	.	.	.	9%	-10%	11%[9.22 µM]
CCOc1ccc(N(CC(=O)NCc2cccc(OC)c2)S(=O)(=O)c2c(C)noc2C)cc1	-5.8%	1%	2%	1%	6%	-5%[46.1 µM]	-6%

Structural class: the entries above containing a thiophene ring, fused or not
canonical_smiles	Epigenetic reg	IMPase Li cell	L3MBTL1 inh	KinaseGlo FLuc	CBFb-RUNX1 inh	NPSR antag	HTT aggregate
Cc1nc2ccccn2c1/C(O)=C1\C(=O)C(=O)N(CCN2CCOCC2)C1c1cccs1 (stereo unspecified)	7.9%	-5%[38.3 µM]	4%	2%	3%	-1%[46.1 µM]	-8%
CCOC(=O)c1c(NC(=S)N2CCOCC2)sc2c1CCN(C(=O)OCC)C2	6.0%	.	-18%	.	-7%	?	21%[9.22 µM]
O=C(O)c1ccccc1C(=O)c1cccs1	0.9%	-31%[38.3 µM]	-1%	-4%	1%	2%[46.1 µM]	-3%
Cc1cccc2cc(COC(=O)c3cccs3)c(=O)[nH]c12	-0.8%	0%	0%	-3%	2%	9%	7%
Cc1ccc(N2CC(C(=O)N/N=C/c3sccc3C)CC2=O)cc1 (stereo unspecified)	0.0%	-5%	2%	-4%	-4%	1%	-8%

(further entries)
canonical_smiles	Epigenetic reg	IMPase Li cell	L3MBTL1 inh	KinaseGlo FLuc	CBFb-RUNX1 inh	NPSR antag	HTT aggregate
COc1ccc(OC)c(-c2oc3ccccc3c(=O)c2O)c1	2.9%	27%[38.3 µM]	4%	-3%	3%	-17%[46.1 µM]	?
O=c1c2cccnc2[nH]c(=S)n1CCCN1CCN(c2ccccc2F)CC1	1.0%	7%[38.3 µM]	5%	-3%	2%	-1%[46.1 µM]	20%
CCOC(=O)C(c1ccccc1)C(Nc1ccc(Cl)c(Cl)c1)c1ccccn1 (stereo unspecified)	6.3%	.	-2%	.	9%	-8%	2%[9.22 µM]
O=C1CC(c2ccco2)Sc2nc3ccccc3n21 (stereo unspecified)	-1.1%	-6%[38.3 µM]	-9%	-6%	-1%	-1%[46.1 µM]	15%
COCCNC(=O)C(c1ccc(C)o1)N(Cc1ccc(F)cc1)C(=O)Cn1nnc2ccccc21 (stereo unspecified)	5.9%	12%	-7%	-2%	1%	-3%[46.1 µM]	6%
CCCNS(=O)(=O)c1ccc2c(c1)CCCN2C(C)=O	-1.8%	-7%[38.3 µM]	1%	-5%	5%	0%[46.1 µM]	2%
Cc1cccc(OCc2nnc(SCC(=O)N3CCN(C(=O)c4ccco4)CC3)n2C)c1C	-4.2%	.	-5%	.	7%	-8%[46.1 µM]	1%
CC1=CCC2C(=O)N(c3ccc(C(=O)N4CCCCCC4)cc3)C(=O)C2C1 (stereo unspecified)	-0.3%	-12%[38.3 µM]	.	-4%	0%	-2%[46.1 µM]	3%
O=C(O)c1ccccc1NCCO	0.3%	-7%	.	2%	5%	10%	-11%
Cc1ccc(C(=O)Nc2ccon2)cc1S(=O)(=O)N1CCCC1	-1.0%	29%[38.3 µM]	.	-7%	0%	5%[46.1 µM]	-18%
CCCC(=O)Nc1ccc(C(=O)N/N=C/c2cccnc2)cc1	-0.1%	7%[38.3 µM]	.	-2%	4%	-11%[46.1 µM]	-2%
CCn1c(O)c(C=Nc2ccccc2)n(-c2ccccc2)c1=S	1.8%	42%[activator][38.3 µM]	.	-3%	17%	3%[46.1 µM]	4%
CC(OC(=O)C1=COCCO1)C(=O)Nc1ccc(Oc2ccccc2)cc1 (stereo unspecified)	1.7%	17%[38.3 µM]	.	-4%	4%	-14%[46.1 µM]	-15%
CC(=NCCc1ccccc1)C1=C(O)CSC1=O	3.7%	-2%	2%	7%	14%	-5%[46.1 µM]	1%
Cc1cc(C(F)(F)F)nn1CC(=O)Nc1cccnc1	4.8%	-9%[38.3 µM]	-2%	1%	-3%	-7%[46.1 µM]	-3%
Cc1ccc(NC(=O)c2ccc(OCC3CCCO3)cc2)cc1 (stereo unspecified)	-3.8%	-6%	-3%	-1%	-2%	5%	-31%
O=C(O)c1cccc(S(=O)(=O)NCCC(c2ccccc2)c2ccccc2)c1	-1.5%	4%	-2%	-2%	7%	-4%	4%
Cc1nc(SCC(=O)Nc2cc(C)on2)c2c(=O)n(C)c(=O)n(C)c2n1	1.3%	25%[38.3 µM]	-7%	2%	9%	-3%[46.1 µM]	?
O=c1ccc2ccc(O[C@@H]3O[C@H](CO)[C@@H](O)[C@H](O)[C@H]3O)c(O)c2o1	-0.1%	1%	-5%	0%	9%	.	.
CCOC(=O)N1CCC(N2Cc3cccc(C(=O)Nc4ccc(CC)cc4)c3C2=O)CC1	-1.5%	22%[38.3 µM]	.	17%	1%	?	13%
CC(OC(=O)c1snc(C(=O)NC2CCCCC2)c1N)C(=O)NC(C)(C)C (stereo unspecified)	2.4%	0%	5%	0%	12%	-17%[46.1 µM]	?

Not all compounds are listed; rates above refer to the full screens.
